Assay outcomes (PubChem)
Pol kappa inh = DNA polymerase kappa (human) inhibition | purified Pol kappa, fluorescent DNA synthesis assay, 10 min | 400,000 compounds, 0.53% hits | Potency, µM (highest dose often 107 µM), for the others: top-dose activity, negative = inhibition, hits mostly inhibitors | Q9UBT6; note: % is set by controls: 0 for no effect and ±100 for the full control effect
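Kinetic fluorescence readout at 0 and 10 min followed reaction start with substrate at 50 nM final. Beforehand, enzyme (10 nM Pol kappa) stood 15 min with compound at room temperature; buffer-only wells were negative controls.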
Pol eta inh = inhibitors of human DNA polymerase eta | recombinant Pol eta, fluorescent DNA replication assay | Potency, µM (highest dose often 114 µM), for the others: at the highest dose activity change, negative = inhibition, most hits filed as inhibitors | 390,000 compounds, 1.2% hits; note: % is set by controls: 0 for no effect and ±100 for the full control effect
Target sequence (Q9Y253 whole entry, looked up): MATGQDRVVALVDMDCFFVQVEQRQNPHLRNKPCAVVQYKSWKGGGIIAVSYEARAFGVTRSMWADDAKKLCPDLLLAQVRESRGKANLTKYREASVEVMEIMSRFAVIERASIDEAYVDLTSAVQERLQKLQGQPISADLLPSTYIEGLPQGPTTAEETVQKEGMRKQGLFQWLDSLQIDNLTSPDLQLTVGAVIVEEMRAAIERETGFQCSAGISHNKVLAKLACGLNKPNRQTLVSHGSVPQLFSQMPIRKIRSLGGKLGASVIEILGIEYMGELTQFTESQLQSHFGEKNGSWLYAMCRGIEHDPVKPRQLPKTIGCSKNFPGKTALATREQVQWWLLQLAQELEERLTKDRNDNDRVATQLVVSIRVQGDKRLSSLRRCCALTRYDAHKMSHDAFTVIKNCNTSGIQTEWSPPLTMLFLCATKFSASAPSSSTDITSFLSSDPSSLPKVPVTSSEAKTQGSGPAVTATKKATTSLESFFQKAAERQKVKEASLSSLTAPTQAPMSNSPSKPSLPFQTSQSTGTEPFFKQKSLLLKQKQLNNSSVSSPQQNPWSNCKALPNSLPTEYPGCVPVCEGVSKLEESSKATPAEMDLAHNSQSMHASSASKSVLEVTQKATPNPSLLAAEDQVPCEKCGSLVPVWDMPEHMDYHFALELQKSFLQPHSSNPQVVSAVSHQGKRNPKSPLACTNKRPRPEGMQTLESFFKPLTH
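Pol eta at 10 nM preincubated with compounds 15 min at room temperature; reaction started with fluorescent substrate (50 nM final) and read kinetically at 0 and 10 min.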
G9a block = G9a (human) methyltransferase inhibition; Q96KQ7; G9a H3K9 monomethylation, AlphaScreen, 2 h; Potency, µM (highest dose often 102 µM), without a hit: at the highest dose activity, negative = inhibition, most hits filed as inhibitors; 350,000 compounds, 8.8% hits; AID 504332; note: % is set by controls: 0 for no effect and ±100 for the full control effect; nearly all actives have a fitted effect of over 75% in size
Target sequence (Q96KQ7 913-1193 limits assumed): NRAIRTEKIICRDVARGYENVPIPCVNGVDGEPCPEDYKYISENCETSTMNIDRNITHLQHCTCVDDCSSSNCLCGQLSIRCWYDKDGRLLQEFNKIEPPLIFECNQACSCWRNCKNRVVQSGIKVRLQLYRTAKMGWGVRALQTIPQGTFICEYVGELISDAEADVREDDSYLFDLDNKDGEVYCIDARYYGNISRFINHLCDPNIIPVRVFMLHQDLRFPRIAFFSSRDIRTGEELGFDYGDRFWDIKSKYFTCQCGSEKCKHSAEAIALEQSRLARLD
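G9a (20 nM) was preincubated 15 min with compound, then reacted 2 h at room temperature with 500 nM biotin-H3K9 peptide and 20 µM SAM. Monomethyl-H3K9 detected by AlphaScreen using anti-H3K9me1 antibody.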
APE1 inh = blocks human APE1 abasic DNA cleavage; P27695; recombinant APE1, TAMRA/BHQ-2 abasic DNA cleavage fluorescence; Potency, µM (series often up to 65.8 µM), for inactives: at the top dose activity change, negative = inhibition, most hits filed as inhibitors; 350,000 compounds, 0.35% hits;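 note: plate controls were vehicle for no effect and reference inhibitor for full effect; nearly all actives have a fitted effect of over 55% in size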
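APE1 at 0.75 nM final was preincubated with compound 15 min at room temperature, then 50 nM double-stranded THF abasic-site substrate (5'-TAMRA/3'-BHQ-2) was added. Fluorescence (ex 525/em 598 nm) was read kinetically; third-minus-first read gave activity.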
POLI inh = blocks human DNA polymerase iota activity; 390,000 compounds, 1% hits; AID 588590; Pol iota fluorescent replication assay, 10 min; Potency, µM (highest dose often 115 µM), inactives show top-dose activity, negative = inhibition, hits mostly inhibitors; Q9UNA4
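Fluorescent replication assay read twice, at 0 min and 10 min after adding 50 nM (final) substrate. Enzyme (10 nM) and compounds were first incubated 15 min at room temperature; enzyme-free buffer wells were negative controls.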
BAZ2B block = BAZ2B (human) inhibition; AlphaScreen BAZ2B-H3K14Ac peptide displacement; Potency, µM (titrated, usually from 114 µM), for inactives: top-dose activity change, negative = inhibition, hits mostly inhibitors; 360,000 compounds, 4.4% hits; AID 504333; note: % is set by controls: 0 for no effect and ±100 for the full control effect; nearly all actives have a fitted effect of over 60% in size
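AlphaScreen displacement of biotin-H3(5-23)K14Ac peptide (50 nM final) from BAZ2B (50 nM final) in PBS pH 7.4, 0.01% Tween-20; complex preformed 30 min RT, then compounds (top 110 uM) 30 min RT, beads 20 min dark.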
POLB inh = inhibitors of human DNA polymerase beta | Pol beta primer extension/strand displacement, fluorescence kinetic | Potency, µM (series often up to 114 µM), without a hit: top-dose activity change, negative = inhibition, usual class: inhibitors | 340,000 compounds, 1.3% hits; note: % is set by controls: 0 for no effect and ±100 for the full control effect
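Human Pol beta at 10 nM; strand-displacement substrate 50 nM final. Compound exposure 15 min at room temperature before start, reaction 10 min at room temperature.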
BLM inh = Bloom syndrome helicase (human) inhibition; 350,000 compounds, 0.2% hits; recombinant BLM DNA unwinding, fluorescence dequenching; P54132; Potency, µM (doses to about 56.1 µM), for the others: at the top dose activity change, negative = inhibition, usual class: inhibitors;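 note: plate controls were vehicle for no effect and no enzyme for full effect; nearly all actives have a fitted effect of over 35% in size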
Anesthetic bind = candidate novel general anesthetic via apoferritin binding. P02791. apoferritin/1-aminoanthracene competitive binding, fluorescence. Potency, µM (series often up to 77.5 µM), for the others: at the highest dose activity change, negative = displacement, most hits filed as inhibitors. 350,000 compounds, 0.074% hits. AID 485281; note: % is set by controls: 0 for no effect and ±100 for the full control effect; nearly all actives have a fitted effect of over 20% in size
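Apoferritin-based anesthetic binding model; compound displacement of fluorescent 1-AMA measured as endpoint fluorescence after 10 minutes at room temperature, scaled to free-ligand and complex controls.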
Active calls of the source: *; ? = inconclusive; · = not tested or not shown; [ ] = remark or other dose. Calls come from the whole dose curve; as a rule, active = well fitted curve in the direction sought with a large enough effect; inconclusive = small, poorly fitted or top-dose-only effect, or another doubt; inactive = no such curve, though single readings can be large; an effect the other way counts as inactive or inconclusive. Potency is the fitted concentration of half-maximal effect. Some of the compounds tested; rates above refer to the full screens.

SMILES	Pol kappa inh	Pol eta inh	G9a block	APE1 inh	POLI inh	BAZ2B block	POLB inh	BLM inh	Anesthetic bind
COc1ccccc1/C=C/C(=O)NCC(=O)N/N=C/c1ccc(C(=O)O)cc1	-6%	-2%	27%	39%	?	-9%	0%	-2%	0%
CC1CCCN(CC(=O)Nc2ccc(S(=O)(=O)NC3CCCCC3)cc2)C1 (centres undefined)	-9%	-13%	?	-7%	20%	-2%	19%	4%	-13%
COc1ccccc1N(C)S(=O)(=O)c1ccc(Cl)c(C(=O)N2CCC(C(N)=O)CC2)c1	-4%	-4%	-1%	1%	17%	-3%	-20%	-1%	-4%
COc1cc(NC(=O)COC(=O)CNC(=O)c2ccc(C)s2)cc(OC)c1	-7%	-10%	-1%	-8%	76%[activator]	-4%	?	2%	-14%
O=C(O)C1CC(c2ccccc2)=Nc2ccccc2S1 (centres undefined)	-3%	-20%	5%	?	19%	-1%	8%	10%	?
CC(C)NC(=O)NNc1c(Cl)cncc1Cl	-12%	1%	5%	3%	-4%	3%	14%	1%	-2%
CC(C)CC(=O)Nc1ccccc1N1CCN(c2ccc(F)cc2)CC1	-13%	-14%	-10%	-1%	31%[activator]	-29%	14%	-13%	-10%
O=C(N/N=C/c1ccc2c(c1)OCO2)C(=O)Nc1ccccc1Cl	16%	-5%	9%	83%[activator]	32%	10%	36%	1%	-1%
COCCNC(=O)c1ccc(-n2c(-c3ccccc3)cc3c2CCCCC3)cc1	-4%	5%	-7%[59 µM]	·	2%	?	0%	-4%	-6%
c1ccc(C[C@H]2CN=C(Nc3ccccc3)N2CC2CCC2)cc1	-15%	2%	-43%[2.33 µM]	24%	2%	4%	·	·	·
CC(=O)N/C(=C\c1ccccc1)C(=O)OCC(=O)Nc1cc(S(=O)(=O)N(C)C)ccc1C	-4%	-18%	?	9%	30%	4%	·	·	·
Cc1ccc(NC(=O)CCNC(=O)c2ccc([N+](=O)[O-])cc2)cc1S(=O)(=O)N(C)C	-17%	5%	-44%	-2%	60%[activator]	-38%	-1%	-8%	-17%
Cc1ccc(S(=O)(=O)N2CCCCC2)cc1NC(=O)COc1ccccc1F	-1%	-13%	2%	-4%	3%	-4%	-10%	-4%	-5%
COc1ccc(/C=C2/SC(=S)N(NS(=O)(=O)c3ccccc3)C2=O)cc1	-16%	89µM*	?	46%[activator]	76%[activator]	-28%	3%	-7%	6%
CC1C(=O)N2CCCc3cc(S(=O)(=O)NCc4ccc(F)cc4)cc1c32 (centres undefined)	1%	-17%	?	-8%	?	-4%	·	·	·
N#C/C(=C\c1cccs1)C(=O)N1CCOCC1	-5%	-8%	17%[59 µM]	-3%	140%[activator]	-5%	1%	-6%	-1%
Cc1ccccc1OCCCC(=O)NC1CCCCC1	-7%	-5%	10%[0.501 µM]	-1%	148%[activator]	3%	-1%	1%	-2%
COc1ccc(CCNC(=O)C2CCN(S(=O)(=O)N3CCC(C)CC3)CC2)cc1OC	-6%	-19%	-3%	11%	47%[activator]	1%	39%	4%	-6%
O=C1C2C3C=CC(C3)C2C(=O)N1CCCCCCN1C(=O)C2C3C=CC(C3)C2C1=O (centres undefined)	-5%	-13%	-19%	-17%	27%	?	14%	-6%	-17%
CCCCn1c(N)c(N(CC)C(=O)c2cc(C)cc(C)c2)c(=O)[nH]c1=O	-7%	-2%	13%	23%	-4%	2%	13%	-8%	0%
CCOC(=O)Cc1csc(NC(=O)CSc2nncn2C)n1	-17%	2%	-8%[59 µM]	3%	-1%	-7%	4%	6%	9%
CS(=O)(=O)c1ccccc1C(=O)Nc1cc2c(cc1C(=O)O)OCCCO2	-10%	0%	50µM*	78%[activator]	46%[activator]	3%	7%	-2%	9%
CC(C)OC(=O)CSc1nnc(Cc2ccccc2)n1CC1CCCO1 (centres undefined)	-6%	4%	0%	0%	-2%	-2%	13%	1%	-8%
OCCC1CN(Cc2cnc(N3CCOCC3)s2)CCN1C1CCCC1 (centres undefined)	-10%	-5%	·	4%	32%[activator]	1%	4%	2%	-5%
CCOC(=O)c1ccccc1NC(=O)Cn1cnc2c(nnn2-c2ccc(C)cc2)c1=O	-11%	-3%	-45%	1%	6%	5%	-1%	-1%	5%

6 entries already listed, sorted by their value in POLB inh, largest number first:
Compound	POLB inh
O=C1C2C3C=CC(C3)C2C(=O)N1CCCCCCN1C(=O)C2C3C=CC(C3)C2C1=O (centres undefined)	14%
CC(C)OC(=O)CSc1nnc(Cc2ccccc2)n1CC1CCCO1 (centres undefined)	13%
CS(=O)(=O)c1ccccc1C(=O)Nc1cc2c(cc1C(=O)O)OCCCO2	7%
OCCC1CN(Cc2cnc(N3CCOCC3)s2)CCN1C1CCCC1 (centres undefined)	4%
N#C/C(=C\c1cccs1)C(=O)N1CCOCC1	1%
COc1ccccc1/C=C/C(=O)NCC(=O)N/N=C/c1ccc(C(=O)O)cc1	0%

Carrying on.
SMILES	Pol kappa inh	Pol eta inh	G9a block	APE1 inh	POLI inh	BAZ2B block	POLB inh	BLM inh	Anesthetic bind
CC1CCCN(S(=O)(=O)c2cc(C(=O)NCCc3ccccc3)n(C)c2)C1 (centres undefined)	-5%[60.1 µM]	-15%	14%[59 µM]	·	9%	-8%	25%	-11%	6%
O=C1c2ccccc2/C(=C\C#Cc2ccccn2)N1c1ccccc1	-24%	?	·	-7%	-17%	·	·	·	·
O=C(COc1ccc(Cl)cc1Br)OCC(=O)c1ccc[nH]1	-8%	-2%	·	-44%	?	·	·	·	·
CCOc1ccc(C2=Nn3c(nnc3-c3ccco3)SC2)cc1	-6%	-21%	-9%	-3%	17%	-3%	?	-10%	-16%
COc1cc(S(=O)(=O)Nc2ccccc2N2CCCCC2)ccc1NC(C)=O	6%	-19%	-6%[2.33 µM]	16%	-13%	-3%	·	·	·
CCc1ccccc1N(CC)C(=O)c1c(C)oc2ncn(C)c(=O)c12	-16%	-4%	-4%[59 µM]	·	9%	9%[57.1 µM]	4%	3%	-6%
Cc1ccc2cc(C#N)c(SCC(=O)NCc3ccco3)nc2c1	-43%	?	2%[59 µM]	?	?	10%	22µM*	-9%	-3%
O=C(NNc1cc(Cl)cc(Cl)c1)c1c(F)cccc1Cl	-21%	-11%	?	-2%	48%[activator]	-1%	-16%	-7%	-12%
Cc1cccc(-c2nc3ccccc3c(=O)n2NC(=O)Cc2ccc(Cl)cc2)c1	-4%	-18%	7%[59 µM]	0%	33%[activator]	9%	0%	1%	-7%
O=C(NCc1ccc(F)cc1)c1cnc(-c2ccccn2)nc1C(F)(F)F	8%	-17%	?	21%	-9%	2%	1%	-5%	-11%
CC(C)(C)OC(=O)N1CCC(NC(=O)c2[nH]cnc2C(=O)Nc2ccccc2)CC1	-11%	-19%	2%[0.501 µM]	18%	4%	-6%	·	·	·
CC(=O)N1CCCC1c1nc2ccccc2n1Cc1ccccc1C (centres undefined)	1%	-14%	?	·	38%[activator]	-27%	1%	-8%	?
COCCn1c(=NC(=O)c2cc(Cl)sc2Cl)sc2cc(S(N)(=O)=O)ccc21	-23%	19%	28µM*	-3%	20%	-8%	-21%	-6%	-12%
COC(=O)c1cc2ccccn2c2c(C(=O)OC)c(C(=O)OC)cc1-2	-4%	?	-2%	-2%	22%	-5%	1%	-4%	-10%
CS(=O)(=O)NNC(=O)CN1C(=O)C2C3C=CC(C3)C2C1=O (centres undefined)	8%	-14%	6%	-2%	5%	15%	-17%	0%	-2%
CCOc1ccccc1NC(=O)CSc1nnc(CNC(=O)c2ccccc2F)o1	-5%	-3%	-9%	21%	16%	-2%	9%	0%	-10%
CC(C)NS(=O)(=O)c1ccc(OCC(=O)NCc2ccco2)cc1	-18%	11%	-5%	-1%	51%[activator]	-14%	-7%	-1%	-3%
CCOC(=O)c1ccccc1NC(=O)CN1C(=O)c2ccccc2S1(=O)=O	-1%[60.1 µM]	8%	-3%[12.7 µM]	5%	23%	6%	21%	-3%	-11%
O=C(O)c1cc(S(=O)(=O)N(Cc2ccccc2)c2ccccc2Cl)ccc1Cl	-17%	-8%	-11%[2.33 µM]	2%	?	-1%	33%	-2%	0%
Cc1c(C(=O)N/N=C/c2cccs2)nnn1-c1nonc1N	-4%	-8%	-7%	1%	111%[activator]	9%	6%	3%	6%
CCN(CC)C1=NS(=O)(=O)c2cc([N+](=O)[O-])ccc21	-5%	-4%	-28%	0%	10%	-1%	-6%	-8%	-1%
CCOC(=O)c1ccc2nc(C)c(CCC(C)=O)c(Cl)c2c1	4%	-13%	120%[activator][59 µM]	-9%	24%	-2%	22%	3%	?

A section from further up, for reference:
SMILES	Pol kappa inh	Pol eta inh	G9a block	APE1 inh	POLI inh	BAZ2B block	POLB inh	BLM inh	Anesthetic bind
CC1CCCN(S(=O)(=O)c2cc(C(=O)NCCc3ccccc3)n(C)c2)C1 (centres undefined)	-5%[60.1 µM]	-15%	14%[59 µM]	·	9%	-8%	25%	-11%	6%
O=C1c2ccccc2/C(=C\C#Cc2ccccn2)N1c1ccccc1	-24%	?	·	-7%	-17%	·	·	·	·
O=C(COc1ccc(Cl)cc1Br)OCC(=O)c1ccc[nH]1	-8%	-2%	·	-44%	?	·	·	·	·

Copied from the list:
Under Pol kappa inh, O=C(NNc1cc(Cl)cc(Cl)c1)c1c(F)cccc1Cl reads -21%
Under Pol kappa inh, O=C(COc1ccc(Cl)cc1Br)OCC(=O)c1ccc[nH]1 reads -8%
Under BLM inh, CCN(CC)C1=NS(=O)(=O)c2cc([N+](=O)[O-])ccc21 reads -8%
Under BLM inh, CCOC(=O)c1ccccc1NC(=O)CN1C(=O)c2ccccc2S1(=O)=O reads -3%
